# DRD3 agonist = D3 dopamine receptor (human) agonism | max activation, % | AID 652048 | 410,000 compounds, 0.58% hits | P35462 | D3R DiscoveRx beta-arrestin cells, luminescence, 90 min; in the data active means max activation above about 30%; further: 0% is about no effect; mostly tested at two doses, the higher about 12 µM
# Target sequence (P35462 whole entry, looked up): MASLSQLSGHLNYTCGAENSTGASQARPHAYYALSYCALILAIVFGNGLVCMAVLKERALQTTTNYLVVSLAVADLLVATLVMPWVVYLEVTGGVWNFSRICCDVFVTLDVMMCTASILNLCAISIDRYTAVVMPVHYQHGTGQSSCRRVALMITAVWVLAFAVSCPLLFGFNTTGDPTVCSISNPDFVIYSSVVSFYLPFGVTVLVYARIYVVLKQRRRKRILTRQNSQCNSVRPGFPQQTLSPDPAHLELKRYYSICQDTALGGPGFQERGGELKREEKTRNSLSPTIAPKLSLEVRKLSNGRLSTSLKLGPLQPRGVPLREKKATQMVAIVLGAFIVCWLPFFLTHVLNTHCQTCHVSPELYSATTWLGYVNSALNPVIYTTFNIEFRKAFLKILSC
#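 Agonist mode: compounds and dopamine controls were applied to plated cells for 90 min at 37 degrees C after an overnight attachment at 1500 cells/well. Luminescent read-out followed 30 - 60 minutes at room temperature with DiscoveRx detection reagent.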
# EPAC2 antag = blocks human EPAC2 exchange factor; EPAC2 GEF exchange of Rap1B-BODIPY-GDP, fluorescence; 360,000 compounds, 0.18% hits; Potency, µM (top dose mostly 114 µM), without a hit: at the top dose activity, negative = inhibition, most hits filed as inhibitors; further: potency means the concentration at half of the fitted maximal effect; on the % scale 0 is the no-effect control and ±100 the full control effect; nearly all actives have a fitted effect of over 45% in size; many of its hits are not listed in these tables
# Abeta rescue = A-beta toxicity reversal in yeast. yeast expressing A-beta42, growth rescue, OD600, 48 h; response scale: 0% DMSO, 100% iron-clioquinol control. Potency, µM (titrated, usually from 46.1 µM), without a hit: at the top dose growth rescue, most hits filed as activators. 410,000 compounds, 0.063% hits. AID 1347071; further: potency means the concentration at half of the fitted maximal effect; nearly all actives have a fitted effect of over 55% in size
#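 Yeast growth medium received pinned compounds, then yeast cells expressing toxic A-beta were added; plates incubated at 30 C for 48 hr. Growth read as absorbance at 600 nm, normalized to DMSO and equimolar FeCl3 plus clioquinol controls.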
# TDP43 rescue = rescues yeast growth from TDP-43 toxicity; AID 652104; 410,000 compounds, 1.8% hits; TDP-43 expressing yeast growth rescue, BacTiter-Glo, 24 h; Potency, µM (top dose mostly 46.1 µM), for the others: at the highest dose growth rescue (activation), usual class: activators; further: potency means the concentration at half of the fitted maximal effect; % of control where 0% means no effect; nearly all actives have a fitted effect of over 50% in size
#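 Galactose-induced TDP-43 yeast, OD600=0.02, compound pinned; 24 hr, 30 deg C; BacTiter-Glo luminescence for growth. Inhibitors of TDP-43 toxicity read as activators.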
# DRD3 antagonist = blocks the human D3 dopamine receptor | P35462 | D3R cells, DiscoveRx beta-arrestin luminescence, antagonist mode; active compounds read low | max response, negative = inhibition, % | 360,000 compounds, 2.5% hits; in the data active means max response below about -50%; inconclusive means no clear call, values can overlap the other calls; further: on the % scale 0 is the no-effect control and ±100 the full control effect; mostly tested at two doses, the higher about 12 µM
#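 Cells expressing the human receptor were seeded at 1500 cells/well, incubated overnight at 37 degrees C in 5% CO2, then exposed to library compounds with dopamine controls for 90 minutes at 37 degrees C before luminescent detection.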
# EPAC2 ag = agonists of human EPAC2 (RAPGEF4) | Q8WZA2 | EPAC2 activation, biochemical qHTS; response scale: 100% = 6.5 mM cAMP response | Potency, µM (highest dose often 154 µM), without a hit: at the top dose activation, most hits filed as activators | 360,000 compounds, 0.079% hits | AID 720711; further: potency means the concentration at half of the fitted maximal effect; nearly all actives have a fitted effect of over 50% in size
#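 Exchange assay: 100 nM EPAC2 with 250 nM Rap1B-BODIPY-GDP and 50 uM GDP. Fluorescence (ex 480/em 540 nm) read every 5 min for 30 min at room temperature. Data normalized to 6.5 mM cAMP as agonist control.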
# aSyn yeast inh = alpha-synuclein toxicity inhibition in yeast. Yeast expressing alpha-synuclein, growth rescue, BacTiter-Glo, 24 h. 370,000 compounds, 0.14% hits. AID 652106. Potency, µM (top dose mostly 46.1 µM), for the others: top-dose growth rescue (activation), most hits filed as activators; further: potency means the concentration at half of the fitted maximal effect; % of control where 0% means no effect; nearly all actives have a fitted effect of over 65% in size
#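 Readout is rescue of growth in alpha-synuclein-expressing yeast, so inhibitors of toxicity appear as activators. Growth after 24 hr at 30 deg C in galactose medium is quantified by luminescence.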
# FUS yeast rescue = FUS proteinopathy suppression in yeast. AID 1347120. S. cerevisiae FUS-expressing, growth rescue, OD600, 24 h. Potency, µM (highest dose often 76.6 µM), without a hit: at the highest dose growth rescue (activation), usual class: activators. 390,000 compounds, 0.24% hits;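 further: potency means the concentration at half of the fitted maximal effect; plate controls were DMSO vehicle for no effect and reference control for full effect; nearly all actives have a fitted effect of over 55% in size; some results filed as inactive show a strong effect at the top dose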
#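 FUS-expressing yeast, raffinose-pregrown, induced in 2% galactose minimal medium at OD 0.005; compounds in a dilution series, 24hr at 30C. Growth restoration read as absorbance at 600 nm. CP55940 positive control, DMSO negative.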
# * = called active by the depositor; u = inconclusive; x = not tested or not shown; [ ] = remark or other dose. Unless noted, the call rests on the fitted dose curve; in most records, active means well fitted curve in the direction sought with a large enough effect; inconclusive means small, poorly fitted or top-dose-only effect, or another doubt; inactive means no such curve, though single readings can be large; an effect the other way counts as inactive or inconclusive.
# Results follow in this order: DRD3 antagonist	TDP43 rescue	FUS yeast rescue	EPAC2 ag	Abeta rescue	aSyn yeast inh	DRD3 agonist	EPAC2 antag
C=C1N(c2ccccc2)C(=O)OC1(C)C
→ 13	6%	x	1%	-5%	-7%	4	-2%
COc1cccc(NC(=O)c2ccccc2-c2nc(-c3ccccc3)no2)c1
→ 13	2%	-37%	26%	-7%[9.22 µM]	-7%	-1	-5%
COc1c(/C=N/Nc2ccc(C(=O)O)cc2)c(CCN(C)C(C)=O)cc2c1OCO2
→ 4	14%	-11%	-1%	6%	u	9	7%
CCN=C1SC(CC(=O)NCCc2ccc(OC)cc2)C(=O)N1CC (stereo not given)
→ -14	22%	11%	6%	10%	7%	2	-2%
CC(=O)c1cnc(-c2ccccn2)s1
→ -2	7%	8%	13%	-17%	4%	-1	-8%
O=C(NCc1cccs1)c1cc(S(=O)(=O)N2CCOCC2)ccc1N1CCCC1
→ u	14%	4%	3%	14%	-2%	-3	2%
O=C(Nc1nc(-c2ccccc2)c(-c2ccccc2)s1)c1ccc(S(=O)(=O)N2CCCCC2)cc1
→ 4	3%	7%	8%	18%	1%	3	2%
COc1ccc(S(=O)(=O)NC2CC2)cc1Br
→ 3	19%	-17%	-1%	24%	7%	-10	u
COc1cccc(C(C(=O)NC2CCCC2)N2CCN(c3ncccc3C#N)CC2)c1OC (stereo not given)
→ -5	6%	11%	8%	-9%	-10%	-8	2%
CC(=O)c1c(C)oc2ccc(N(C(=O)Oc3ccccc3)S(=O)(=O)c3ccc(Cl)cc3)cc12
→ x	21%	4%	x	-2%	x	-8	x
CN(C)S(=O)(=O)c1ccc(C(=O)N2CCN(S(=O)(=O)c3cccs3)CC2)cc1
→ -7	13%	-4%	4%	-9%	-3%	-7	-3%
COC(=O)C1=CN(Cc2cccs2)C=C(C(=O)OC)C1c1cccc(OC)c1OC
→ -15	-4%	-28%	-12%	0%	-1%	3	6%
O=C(COCc1cc(-c2cccs2)on1)N1CCN(c2ccccc2)CC1
→ x	u	-3%	x	-11%	x	-12	x
Cc1ccccc1CN(c1ccc(C(=O)N/N=C/c2ccc(OCC(N)=O)cc2)cc1)S(C)(=O)=O
→ -6	-4%	28%	12%	-17%	-6%	-2	-1%
Cc1ccccc1S(=O)(=O)N1C[C@@H]2C(C(=O)C[C@@H]3C(=O)N(C)C(=O)[C@@H]32)[C@@H]1c1ccc(Cl)cc1 (stereo not given in full)
→ -24	11%	32%	9%	0%	-2%	-2	-11%

# The final 2 compounds of the part before come first, to join the parts:
# Results follow in this order: DRD3 antagonist	TDP43 rescue	FUS yeast rescue	EPAC2 ag	Abeta rescue	aSyn yeast inh	DRD3 agonist	EPAC2 antag
Cc1ccccc1CN(c1ccc(C(=O)N/N=C/c2ccc(OCC(N)=O)cc2)cc1)S(C)(=O)=O
→ -6	-4%	28%	12%	-17%	-6%	-2	-1%
Cc1ccccc1S(=O)(=O)N1C[C@@H]2C(C(=O)C[C@@H]3C(=O)N(C)C(=O)[C@@H]32)[C@@H]1c1ccc(Cl)cc1 (stereo not given in full)
→ -24	11%	32%	9%	0%	-2%	-2	-11%
Clc1ccc2c(c1)-c1[nH]ncc1CS2
→ 7	1%	32%	5%	-2%	-2%	-4	6%
CCOC(=O)c1sc(=S)n(-c2ccccc2)c1C
→ 6	3%	-6%	7%	-7%	6%	7	10%
O=C(O)Cc1ccc(C(=O)c2ccccc2F)s1
→ -2	10%	24%	-1%	5%	-9%	0	12%
CCOc1ccccc1CNC(=O)C1CCN(C2=NS(=O)(=O)C(c3ccc(C)c(C)c3)=C2C)CC1
→ x	27%	1%	x	-2%	x	0	x
CCO[C@@H]1OC(C(=O)NCc2nc3ccccc3[nH]2)=C[C@H](c2ccccc2)[C@H]1CCCO
→ -8	1%	-13%	9%	-1%	-9%	2	-3%
CC(Sc1nnc(-c2cccs2)n1-c1ccccc1)C(=O)NCc1ccco1 (stereo not given)
→ 27	15%	-9%	-5%	16%	0%	-7	5%
O=C(NCCC1=CCCCC1)c1ccc2c(c1)ncn2-c1ccc(F)c(F)c1
→ x	23%	-4%	x	19%	x	-12	x
Cn1c(NC(=O)C[n+]2cc(-c3ccccc3)n3c2CCC3)cc(=O)n(C)c1=O
→ 3	5%	-6%	-5%	3%	-15%	4	10%
Cc1cc2oc(=O)cc(Cn3ncc(Cl)c(Cl)c3=O)c2cc1Cl
→ -77*	-10%	24%	-5%	-20%	5%	-10	-28%
COC(=O)CC1SC(=O)NC1=Nc1ccc(OC)cc1 (stereo not given)
→ 11	3%	-22%	7%	5%	0%	1	-1%
Cc1nc2ccccc2cc1OCc1ccccc1
→ 8	18µM*	17%	26%	14%	3%	5	-8%
O=C1CC(c2c(F)cccc2Cl)c2c(ccc3ccccc23)N1 (stereo not given)
→ x	3%	-15%	x	-26%	x	5	x
O=C(Nc1ccccc1)Oc1ccccc1N1CCOCC1
→ -1	-27%	-3%	6%	3%	3%	4	8%
COc1ccc(/C=C2\CCn3c2nc2ccccc2c3=O)cc1OC
→ 14	20%	-5%	9%	-16%	-13%	2	5%
CCOc1ccc(NC(=O)c2c(C)oc3nc(C)nc(N4CCOCC4)c23)cc1
→ x	24%	13%	x	-17%	x	-3	x
COc1ccccc1NC(=O)CSc1nncn1N
→ -8	-19%	10%	5%	14%	-2%	-8	-22%
CC1=NN(c2nc(-c3ccc(F)cc3)cs2)C(=O)C1
→ 15	-89%[inhibitor]	40%	4%	19%	15%	0	16%
Cc1cc(C)cc(NC(=O)C2CCCN(c3nccc(C)n3)C2)c1 (stereo not given)
→ 27	3%	4%	-6%	-19%	0%	15	9%
COC(=O)c1ccc(NC(=O)CNS(=O)(=O)c2cccs2)cc1
→ -14	-29%	25%	6%	-8%	13%	-6	11%
CON(C)S(=O)(=O)c1ccc2c(c1)NC(=O)C1CCCN21 (stereo not given)
→ 0	20%	28µM*	6%	3%	u	-8	-12%
CC(C)(C)C(=O)c1no[n+]([O-])c1/C(=N/O)C(C)(C)C
→ -1	6%	11%	-7%	-26%	-6%	2	-15%
N#C/C(=C(/O)c1ccc([N+](=O)[O-])s1)c1nc2ccccc2[nH]1
→ -16	7%	-36%	0%	-27%	-1%	-5	-1%
C(=N\Nc1nc2ccccc2[nH]1)/c1ccccc1
→ -2	-4%	8%	5%	-3%	1%	-8	-1%
CCOc1ccc(NC(=O)CNc2ccc(C)cc2Cl)cc1
→ -5	0%	20%	26%	-13%	0%	-2	-14%
COc1cccc(NC(=O)c2cnsn2)c1
→ 25	13µM*	5%	1%	5%	x	-1	-2%
Cn1c(=O)c2cc(NC(=O)NCCc3ccccc3)ccc2n1Cc1ccccc1
→ 2	u	-1%	-3%	-7%	-3%	1	8%
O=C(CC(SCCO)c1ccc(F)cc1)c1ccco1 (stereo not given)
→ 5	18%	9%	3%	-6%	3%	1	6%
COc1ccccc1-c1oc2ccccc2c1-c1ccc2cc[nH]c2c1
→ 0	u	u	15%	6%	-7%	-3	u
COC(=O)c1ccccc1NC(=O)c1ccc(F)cc1
→ 2	7%	-18%	2%	-20%	-6%	8	3%
CC(C)CC(=O)NC(Nc1ccccc1F)C(Cl)(Cl)Cl (stereo not given)
→ 9	-7%	x	2%	-29%	-2%	-9	0%
CC1=[N+]([O-])C(C)(C)CC(C)(C)c2ccccc21
→ u	-12%	12%	1%	-6%	-1%	-6	-4%
O=C(c1[nH]c(C(F)(F)F)nc1-c1ccccc1)N1CCN(c2ncccn2)CC1
→ 0	-5%	-1%	10%	-17%	7%	-14	16%
CCN1C(=O)C(CC(=O)Nc2ccc(F)cc2)N(Cc2ccco2)C1=S (stereo not given)
→ 8	18%	4%	3%	32%	3%	5	-5%
CCOC(=O)c1ccc2c(c1)N(CC#N)C(=O)C(C)(C)O2
→ 4	5%	-32%	9%	-2%	2%	1	-4%
C/C(N)=C(/C#N)C(=O)COC(=O)c1ccc(OCC2CCCO2)cc1 (stereo not given)
→ 11	-19%	26%	9%	-1%	-1%	2	-6%
CN1CCC(N(C)C(=O)c2ccc(Cl)c(S(=O)(=O)N(C)c3ccc(Cl)cc3)c2)CC1
→ -2	-4%	x	2%	-9%	2%	4	4%
CCN1c2ccccc2-c2nc(SCC(=O)Nc3ccc(C)c(Cl)c3)ncc2S1(=O)=O
→ x	20%	-1%	x	-8%	x	8	x
CCCCNC(=O)Cn1cnc2c(cnn2-c2ccc(C)cc2)c1=O
→ 12	-3%	8%	3%	-1%	-1%	6	-3%
Cc1cc(C(=O)NN=C2CCCC2)c2ccccc2n1
→ -3	-9%	20%	2%	-10%	-4%	-10	18%
CCOC(=O)C[C@H]1c2cc(C(F)(F)F)ccc2S(=O)(=O)N1Cc1ccccc1
→ 11	u	12%	-1%	-13%	0%	-5	-19%
COC(=O)CCC(=O)NNC(=O)Cc1ccccc1
→ -8	-1%	-6%	11%	-15%	0%	3	-4%
COc1ccc(OCCCn2c(=O)oc3ccccc32)cc1
→ 17	23%	4%	7%	-9%	1%	-3	0%
Cc1sc2nc(N3CCOCC3)[nH]c(=O)c2c1-c1ccccc1
→ 11	8%	9%	-9%	-3%	-4%	2	1%
CC(C)CC(c1nnnn1C1CCCC1)N1CCN(C(=O)c2ccco2)CC1 (stereo not given)
→ 15	-5%	6%	18%	-30%	11%	-2	-4%
CCC(=O)Nc1cccc(-c2cnc3ccccc3n2)c1
→ 17	u	18%	3%	-10%	0%	-4	18%
O=C(NNc1ccc(F)cc1F)c1c(F)cccc1Cl
→ 2	2%	0%	10%	14%	u	2	5%
S=C(NC1CCCCC1)NN1CCOCC1
→ -8	26%	-49%	6%	12%	4%	2	0%
COc1ccccc1N1CCN(/N=C/c2ccc(O)c(O)c2)CC1
→ -4	10%	16%	4%	-1%	0%	6	3%
COc1cc(/C=N/c2oc(-c3ccccc3)cc2C#N)ccc1O
→ -2	u	6%	0%	2%	2%	-6	13%
O=C1NN(c2cccc(Br)c2)C(=O)/C1=C/c1ccc(-c2cc([N+](=O)[O-])ccc2O)o1
→ -27	-10%	-3%	-14%	-1%	-11%	0	40µM*
CCCCCOc1ccc(CN2CCOCC2)cc1Cl
→ -7	-9%	-4%	12%	-20%	21%	-1	-6%
Nc1c(S(=O)(=O)c2cccc(Cl)c2)c2nc3ccccc3nc2n1CCN1CCOCC1
→ 22	0%	17%	1%	6%	4%	-1	-2%

# Bioassay records as filed in PubChem.

# These rows are one share of the data (hit frequency here may not be typical).
